Tb PYK inh: inhibitors of Trypanosoma brucei pyruvate kinase. Q57TT1. TbPYK enzyme, Kinase-Glo Plus ATP luminescence, 45 min. Potency, µM (doses to about 76.8 µM), for the others: at the top dose activity, negative = inhibition, hits mostly inhibitors. hit rate 0.12% among 410,000; also: potency is read from the fitted curve at half-maximal effect; % is scaled to controls: 0 for no effect and ±100 for the full control effect; nearly all actives have a fitted effect of over 50% in size
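Quantitative HTS: titrated library compounds versus trypanosomal pyruvate kinase in TEA buffer (pH 7.2) containing KCl, MgCl2, BSA and Tween-20. Reactions were initiated with ADP, 130 uM final. Kinase-Glo Plus luminescence was read after 45 min at RT.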
Pf growth 96h: P. falciparum growth inhibition at 96 hour, primary screen for plastid delayed-death inhibitors; P. falciparum luciferase reporter growth, 96 h; Potency, µM (titrated, usually from 28.7 µM), without a hit: at the highest dose activity change, negative = inhibition, most hits filed as inhibitors; hit rate 6.9% among 320,000; also: potency is read from the fitted curve at half-maximal effect; % is scaled to controls: 0 for no effect and ±100 for the full control effect
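P. falciparum expressing integrated firefly luciferase grown in erythrocytes (2% hematocrit, 0.05% parasitemia final) with compounds for 96 hours at 37 C, 5% CO2. Growth inhibition read as loss of luminescence after adding luciferase detection reagent.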
AmpC no deterg: AmpC beta-lactamase inhibition without detergent. hit rate 0.52% among 330,000. AmpC nitrocefin hydrolysis, absorbance 480 nm, 0.0001% Triton. Potency, µM (doses to about 57.1 µM), for inactives: top-dose activity change, negative = inhibition, hits mostly inhibitors;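 also: potency is read from the fitted curve at half-maximal effect; plate controls were no compound for no effect and no enzyme for full effect; nearly all actives have a fitted effect of over 20% in size; some results filed as inactive show a strong effect at the top dose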
Target sequence (P00811 whole entry, looked up): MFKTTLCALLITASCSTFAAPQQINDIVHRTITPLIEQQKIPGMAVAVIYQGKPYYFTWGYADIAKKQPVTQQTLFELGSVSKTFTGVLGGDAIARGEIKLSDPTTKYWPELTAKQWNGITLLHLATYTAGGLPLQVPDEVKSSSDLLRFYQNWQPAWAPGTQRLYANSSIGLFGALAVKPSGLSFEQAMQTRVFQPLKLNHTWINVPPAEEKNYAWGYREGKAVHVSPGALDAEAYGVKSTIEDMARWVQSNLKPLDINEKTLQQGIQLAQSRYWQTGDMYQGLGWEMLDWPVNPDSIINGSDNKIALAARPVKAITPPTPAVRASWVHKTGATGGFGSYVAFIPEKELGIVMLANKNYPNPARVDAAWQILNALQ
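20 mM phosphate pH 7.0 + 0.01% (detergent screen) or 0.0001% Triton X-100; 5.3 nM AmpC reagent; cpd preinc 15 min RT; nitrocefin (800 uM stock) to start; A480 q20 s × 4 min; Activity was normalised to no-enzyme and no-compound control wells.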
Cycloheximide cs: affects cycloheximide protein synthesis inhibition readout, counter-screen. max response, %. hit rate 12% among 300,000. cell reporter, cycloheximide protein synthesis inhibition counterscreen; in the data active = max response mostly above about 13%, no sharp cut-off; inactive = mostly below about 14%; also: read at 38.3 µM for the half of the compounds with a filed dose; 0% is about no effect
Shiga toxin inh: inhibitors of Shiga toxin in Vero cells; Vero cells, Shiga toxin protein synthesis inhibition reporter; inhibition, % at 38.7 µM; hit rate 9.2% among 290,000; AID 2315; in the data active = inhibition mostly above about 28%, no sharp cut-off; inactive = mostly below about 43%; also: 0% is about no effect
Pf growth 48h: P. falciparum growth inhibition at 48 hours (one generation); P. falciparum luciferase growth in erythrocytes, 48 h; Potency, µM (titrated, usually from 28.7 µM), for the others: top-dose activity change, negative = inhibition, actives largely listed as inhibitors; hit rate 5.9% among 310,000; also: potency is read from the fitted curve at half-maximal effect; % is scaled to controls: 0 for no effect and ±100 for the full control effect
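Firefly luciferase activity from engineered P. falciparum reports growth; inhibitors lower the luminescent signal. Cultures contained 2% hematocrit erythrocytes at 0.1% final parasitemia.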
LmPK inhibitor: blocks Leishmania mexicana pyruvate kinase activity; hit rate 0.37% among 290,000; Q27686; AID 1721; purified LmPK, Kinase-Glo ATP luminescence, 1 h; Potency, µM (top dose mostly 57.5 µM), for inactives: top-dose activity change, negative = inhibition, usual class: inhibitors; also: potency is read from the fitted curve at half-maximal effect; % is scaled to controls: 0 for no effect and ±100 for the full control effect
Target sequence (Q27686 whole entry, looked up): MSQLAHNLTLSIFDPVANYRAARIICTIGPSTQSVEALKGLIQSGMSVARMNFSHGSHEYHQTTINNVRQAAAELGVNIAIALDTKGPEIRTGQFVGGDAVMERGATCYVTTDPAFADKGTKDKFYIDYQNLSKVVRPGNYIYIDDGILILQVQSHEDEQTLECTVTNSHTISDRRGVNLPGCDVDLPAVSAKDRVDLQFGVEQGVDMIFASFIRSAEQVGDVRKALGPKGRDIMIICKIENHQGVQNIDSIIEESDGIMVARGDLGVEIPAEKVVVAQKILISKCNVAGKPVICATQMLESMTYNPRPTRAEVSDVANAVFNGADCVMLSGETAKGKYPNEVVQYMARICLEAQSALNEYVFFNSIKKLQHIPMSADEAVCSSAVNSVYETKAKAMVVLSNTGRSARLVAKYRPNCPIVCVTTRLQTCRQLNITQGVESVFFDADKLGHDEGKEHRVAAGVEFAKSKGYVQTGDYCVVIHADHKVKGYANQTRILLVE
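qHTS format; LmPK 0.1 nM; substrates PEP 0.5 mM and ADP 0.1 mM. One-hour room-temperature incubation, then coupled luciferase luminescence; 0.5 nM enzyme wells mark activation.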
* = called active by the depositor; ? = inconclusive; / = no result given; & = joins results of further samples; [ ] = another dose, or the depositor's remark. Unless noted, calls follow the shape of the dose curve; as a rule, active = well fitted curve in the direction sought with a large enough effect; inconclusive = small, poorly fitted or top-dose-only effect, or another doubt; inactive = no such curve, though single readings can be large; an effect the other way counts as inactive or inconclusive.

1. CN(C)S(=O)(=O)c1ccc(NC(=O)CN2C(=O)NC3(CCCC3)C2=O)cc1
2. Cc1cc(C)cc(C(=O)N2CCN(Cc3ccc4c(c3)OCO4)CC2)c1
3. CCOC(=O)C1=C(COC(=O)COc2ccc(Br)cc2)NC(=O)NC1C (stereo not drawn)
4. CC(C)c1nc2oc3c(NCC4CCCO4)ncnc3c2c2c1COC(C)(C)C2 (stereo not drawn)
5. CC(=O)c1ccc(NC(=O)C2CCCN2S(=O)(=O)c2cccs2)cc1 (stereo not drawn)
6. Cc1ccc(NC(=O)c2c(C)nn(-c3ccccc3)c2Cl)c(C)c1
7. COCCCNC(=O)Cn1cc(/C=C(\C#N)C(=O)NC2CCCC2)c2ccccc21
8. O=C(Nc1ccncc1)C1CCC(CNS(=O)(=O)c2cccc3nsnc23)CC1 (stereo not drawn)
9. O=C(CCc1nnc(-c2ccc3c(c2)OCO3)o1)N(Cc1ccncc1)CC1CCCO1 (stereo not drawn)
10. CC1(C(=O)N2CCC(CC3CC(c4ccc(Cl)cc4)=NO3)(C(=O)NCC3CCCCC3)CC2)CC1 (stereo not drawn)
Assay by compound,1,2,3,4,5,6,7,8,9,10
Tb PYK inh,-14%,-2%,-4%,1%,2%,-5%,3%,-2%,2%,0%
Pf growth 96h,3%,54%[activator],-2%,6%,13%,9%,9%,?,4%,1.5µM*
AmpC no deterg,-18%,55%,-7%,-5%,5%,42%,26%,-12%,11%,141%[activator]
Cycloheximide cs,-8,-2,/,-2,/,23*,2,-3,-4,-1
Shiga toxin inh,-6,-8,/,-10,/,60*,/,-9,36,-4
Pf growth 48h,0%,1%,0%,?,-16%,17%,14%,?,?,?
LmPK inhibitor,-2%,-7%,/,2%,/,0%,7%,-2%,0%,-2%

Brought forward from above: 4 entries, followed by the next part.
7. COCCCNC(=O)Cn1cc(/C=C(\C#N)C(=O)NC2CCCC2)c2ccccc21
8. O=C(Nc1ccncc1)C1CCC(CNS(=O)(=O)c2cccc3nsnc23)CC1 (stereo not drawn)
9. O=C(CCc1nnc(-c2ccc3c(c2)OCO3)o1)N(Cc1ccncc1)CC1CCCO1 (stereo not drawn)
10. CC1(C(=O)N2CCC(CC3CC(c4ccc(Cl)cc4)=NO3)(C(=O)NCC3CCCCC3)CC2)CC1 (stereo not drawn)
11. C[n+]1c2cc(N)ccc2cc2ccc(N)cc21
12. c1ccc(-c2nc3ccccc3s2)nc1
13. COc1ccc(/C=C/C(=O)NCc2cn(C)nc2C)cc1COc1ccc(Cl)cc1Br
14. CC(NC(=O)C1CCC(=O)N1Cc1ccccc1Cl)c1ccccc1 (stereo not drawn)
15. COc1ccc(CCn2cnc3c([nH]c4ccccc43)c2=O)cc1
16. Cc1ccc2cc(CN(c3ccc(C)c(C)c3)S(C)(=O)=O)c(=O)[nH]c2c1
17. CCOc1ccc(CN2CCNC(=O)C2CC(=O)N(C)C2CCCCC2)cc1 (stereo not drawn)
18. COc1ccccc1NC(=O)NCC(c1ccco1)N1CCCCC1 (stereo not drawn)
19. CCCS(=O)(=O)N1CCCC(C(=O)NCCCN(Cc2ccccc2)C(C)C)C1 (stereo not drawn)
20. CCCCc1cc(=O)oc2cc(C)cc(OCC(=O)NCC3CCC(C(=O)O)CC3)c12 (stereo not drawn)
Assay by compound,7,8,9,10,11,12,13,14,15,16,17,18,19,20
Tb PYK inh,3%,-2%,2%,0%,-1%&7%&3%,-4%&-16%,-7%,0%,-2%,4%,0%,-9%,3%,-3%
Pf growth 96h,9%,?,4%,1.5µM*,0.034µM*,335%[activator],?,7%,13%,32%[activator],29%,?,49%[activator],?
AmpC no deterg,26%,-12%,11%,141%[activator],/,2%&-15%,31%,-11%,-13%,83%[activator],62%[activator],-22%,-2%,-14%
Cycloheximide cs,2,-3,-4,-1,/,61*,-3,1,1,8,5,21,17,-1
Shiga toxin inh,/,-9,36,-4,/,76*,-12,-2,24,27,-5,-10,32,-4
Pf growth 48h,14%,?,?,?,0.048µM*,273%[activator],-34%,13%,8%,?,6%,-12%,3%,?
LmPK inhibitor,7%,-2%,0%,-2%,/,11µM*,9%,-1%,6%,-2%,6%,8%,-3%,-7%

21. CCN(Cc1ccccc1)C(=O)c1cc2c(=O)oc3ccc(C)cc3c2s1
22. CCOc1ccsc1C(=O)O
23. Cn1c[n+](C)cc1-c1ccc(/C(N)=N/O)cc1
24. C=CCN(c1ccc(C(=O)OC)cc1)S(=O)(=O)c1ccccc1
25. COc1ccc(C(=O)NC(=S)Nc2ccccc2N2CCOCC2)cc1Br
26. O=C(Nc1cc2c(cc1C(=O)O)OCCCO2)c1ccc(F)cc1F
27. Cc1cccn2c(=O)c(/C=C(\C#N)C(N)=O)c(N3CCN(c4cccc(Cl)c4)CC3)nc12
28. Cc1ccc(S(=O)(=O)N2CCOCC2)cc1C(=O)Nc1ccc2c(c1)OCCO2
29. Cc1onc(-c2ccccc2)c1C(=O)NCc1ccc2c(c1)OCO2
30. O=S(=O)(c1cc(Cl)ccc1Cl)N1CC2CCCN2c2ccc(C(F)(F)F)cc21 (stereo not drawn)
Assay by compound,21,22,23,24,25,26,27,28,29,30
Tb PYK inh,1%&-1%,2%,-6%,4%,-7%,1%,4%,2%,0%,4%
Pf growth 96h,4.7µM*,30%[activator],4.7µM*,29%,222%[activator],83%[activator],9.3µM*,-18%,?,?
AmpC no deterg,11%,-13%,18%,-21%,-5%,-16%,100%[activator],-8%,11%,-19%
Cycloheximide cs,4,-1,2,33*,8,17*,6,/,3,-2
Shiga toxin inh,2,3,9,92*,2,45,-4,/,48,-13
Pf growth 48h,/,-5%,?,36%[activator],?,69%[activator],?,-20%,-17%,?
LmPK inhibitor,14%,-14%,-2%,8%,1%,-2%,0%,/,-7%,2%

31. COc1cccc(NC(=O)CSc2nc3c(sc4ccccc43)c(=O)n2CCN(C)C)c1
32. COC(=O)C1C2C=CC3(CN(Cc4ccco4)C(=O)C13)O2 (stereo not drawn)
33. CC(=O)C(Cc1ccc(Cl)nc1)Cc1ccc(Cl)nc1
34. CC(C)CN(C(=O)Cn1c(C(F)(F)F)nc2ccccc21)C1CCS(=O)(=O)C1 (stereo not drawn)
35. COc1ccc(/C=C2\C(=N)N3N=C(CC(=O)N4CCOCC4)SC3=NC2=O)cc1
36. CC(=O)Nc1ccc(-c2sc(Nc3cccc4ccccc34)n[n+]2-c2ccccc2)cc1
37. COc1cc(/C=C/CN2CCC(Oc3ccc(C(=O)N4CCCC4)cc3)CC2)ccc1O
38. COc1cccc(C(=O)NC(=S)Nc2ccccc2N2CCCC2)c1
39. CCOC(=O)c1nn(-c2ccc(Cl)cc2)c2nc(Nc3ccccc3)cc(=O)n12
40. Cc1ccc(NC(=O)CCC(=O)c2cccs2)cc1
Assay by compound,31,32,33,34,35,36,37,38,39,40
Tb PYK inh,-2%,-5%,3%,-5%,-2%,-5%,-1%,?,-1%,0%
Pf growth 96h,?,?,?,20%,39%[activator],41%[activator],?,?,/,272%[activator]
AmpC no deterg,105%[activator],10%,-14%,-14%,-18%,1%,278%[activator],-45%,29%,-19%
Cycloheximide cs,-8,-1,2,/,19,-2,4,17*,-5,16*
Shiga toxin inh,-12,-4,3,/,-9,-3,8,40,-5,52
Pf growth 48h,?,22%,-1%,5%,69%[activator],35%[activator],?,?,?,/
LmPK inhibitor,-2%,0%,-2%,/,-3%,1%,-11%,-1%,4%,-7%

41. NC(=O)Cn1c(-c2nonc2N)nc2ccccc21
42. CCC(C)COC(c1ccccc1)(c1ccccc1)C(Oc1nc(C)cc(C)n1)C(=O)O (stereo not drawn)
43. CN(C)c1ccc(CNCC2CCCO2)cc1 (stereo not drawn)
44. Cc1ccc(Sc2ccc(CN3CCCCC3)cc2[N+](=O)[O-])cc1
45. COc1cc(-c2nc(Cc3c(F)cccc3Cl)no2)cc(OC)c1OC
46. O=C(NCC1CCCCC1)C1CCCN(C(=O)NC2CCCCC2)C1 (stereo not drawn)
47. CC(C)CC(=O)Nc1nnc(SCC(=O)NCc2ccco2)s1
48. O=C1CCCN1c1ccc(C(=O)N(Cc2nnc(-c3ccc(Cl)cc3)o2)C2CC2)cc1
49. O=C(COc1ccc([N+](=O)[O-])cc1)NNC(=O)c1cccnc1
50. COC(=O)Nc1ccc(S(=O)(=O)N2CCCC(C(=O)N3CCOCC3)C2)cc1 (stereo not drawn)
Assay by compound,41,42,43,44,45,46,47,48,49,50
Tb PYK inh,-5%,3%,2%,-20%,1%,-8%,5%,-4%,0%,-8%
Pf growth 96h,-21%,0%,57%[activator],?,?,-4%,21%,2%,32%[activator],31%[activator]
AmpC no deterg,-10%,-12%,-12%,-26%,20%,4%,-14%,50%,0%,-2%
Cycloheximide cs,-3,0,-4,-1,2,-5,1,/,-2,2
Shiga toxin inh,32,14,-4,-16,-14,-9,-4,/,-9,16
Pf growth 48h,-17%,-12%,27%,?,12µM*,-20%,8%,-17%,?,0%
LmPK inhibitor,0%,1%,2%,0%,3%,0%,0%,/,2%,-5%

51. CCOC(=O)c1cc(NC(=O)N2CCCCC2)c(C)nc1C
52. COc1cc(/C=C2\SC(=S)N(C(C(=O)O)c3ccccc3)C2=O)cc(OC)c1OC (stereo not drawn)
53. Cc1ccc(CNC(=O)c2cc3c(s2)CS(=O)(=O)C3)cc1
54. COc1ccc(/C(C)=N/NC(=O)C2CC2)cc1
55. CC(=O)Nc1ccc(NC(=O)C2CC(=O)N(Cc3ccco3)C2)cc1 (stereo not drawn)
56. CC(=O)Nc1ccc(S(=O)(=O)N2CCN(c3cc(C)nc4ccccc34)CC2)cc1
57. C=CCN1C(=O)C2C3C=CC(C2C1=O)C1C2C(=O)N(CC=C)C(=O)C2C31 (stereo not drawn)
58. COc1cccc(C(=O)Nc2ccc(NC(=O)C3CCCCC3)nc2)c1
Assay by compound,51,52,53,54,55,56,57,58
Tb PYK inh,0%,-12%,0%,0%,-1%,1%,10%,0%
Pf growth 96h,-18%,-1%,-13%,20%,17%,?,3%,-2%
AmpC no deterg,-3%,-22%,?,-13%,-10%,38%,-9%,-34%
Cycloheximide cs,-1,-1,-11,11,/,-3,0,1
Shiga toxin inh,5,8,-2,42*,/,-7,4,22
Pf growth 48h,7%,-6%,11%,-16%,1%,?,23%,?
LmPK inhibitor,-9%,6%,-5%,1%,/,1%,1%,0%

Random excerpt: two entries already listed.
53. Cc1ccc(CNC(=O)c2cc3c(s2)CS(=O)(=O)C3)cc1
55. CC(=O)Nc1ccc(NC(=O)C2CC(=O)N(Cc3ccco3)C2)cc1 (stereo not drawn)
Assay by compound,53,55
Tb PYK inh,0%,-1%
Pf growth 96h,-13%,17%
AmpC no deterg,?,-10%
Cycloheximide cs,-11,/
Shiga toxin inh,-2,/
Pf growth 48h,11%,1%
LmPK inhibitor,-5%,/
